Screens: PubChem, several laboratories
HTRA1 inhibitor = inhibitors of human serine peptidase HTRA1 | recombinant HTRA1, FP-rhodamine activity-based probe, fluorescence polarization | 340,000 tested, 0.5% active | inhibition, % at 5.96 µM | Q92743; in the data active = inhibition above about 36%;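 also: 0% = enzyme with DMSO and 100% = wells lacking enzyme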
PRMT1 inh = PRMT1 (human) inhibition, primary screen; Q99873; recombinant PRMT1, activity-based probe fluorescence polarization; 370,000 tested, 1.3% active; inhibition, % at 2.79 µM; AID 652257;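 active = inhibition above about 21% made by adding two undisclosed values, limit read from the data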
Target sequence (Q99873 whole entry, looked up): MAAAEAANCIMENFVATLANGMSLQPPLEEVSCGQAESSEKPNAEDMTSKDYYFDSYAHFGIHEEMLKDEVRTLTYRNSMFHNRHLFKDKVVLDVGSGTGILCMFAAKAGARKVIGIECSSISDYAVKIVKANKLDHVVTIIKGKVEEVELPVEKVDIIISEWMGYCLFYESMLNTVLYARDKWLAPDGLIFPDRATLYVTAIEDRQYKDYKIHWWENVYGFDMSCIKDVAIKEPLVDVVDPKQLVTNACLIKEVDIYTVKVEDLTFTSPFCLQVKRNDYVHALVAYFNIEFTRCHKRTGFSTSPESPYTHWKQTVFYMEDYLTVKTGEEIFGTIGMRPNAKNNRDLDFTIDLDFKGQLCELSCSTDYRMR
ABHD4 inh = inhibitors of mouse ABHD4; purified mABHD4, FP-Rh probe fluorescence polarization; 370,000 tested, 0.54% active; Q8VD66; inhibition, % at 8.92 µM;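 active = inhibition exceeding the mean over every tested compound plus 3 SD, cut at about 30% in these data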;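 also: 0% = plate median of compound wells and 100% = S159A mutant with DMSO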
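Assay system: wild-type mouse ABHD4 protein; compound: single nominal dose of 8.92 µM, 0.89% DMSO final; schedule: 45 min + 60 min at 25 °C; measured by: FP readout, ex 525 nm / em 598 nm; evaluation: % inhibition of FP-Rh probe binding versus controls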
LEDGF integ inh = blocks HIV-1 LEDGF/p75-dependent DNA integration | TR-FRET IN-LEDGF/p75 DNA integration, Eu/Cy5 | inhibition, % at 3.7 µM | 370,000 tested, 0.64% active | AID 743269;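 active = inhibition above the screen-wide mean plus 3 SD, cut at about 13% in these data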;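 also: signal is the Cy5 over europium emission ratio at 671 and 618 nm; 0% = plate median of compound wells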
UHRF1 binding = UHRF1 methyl-DNA binding inhibition; inhibition, % at 4.4 µM; AID 687016; 370,000 tested, 0.75% active; UHRF1 binding to methylated oligo, TR-FRET; in the data active = inhibition above about 21%;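 also: UHRF1 SRA domain binding a hemimethylated CpG hairpin DNA probe; 0% = median of test compound wells and 100% = reference inhibitor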
TCR-CD3 inh = blocks the human TCR-CD3 interaction; AID 651800; 360,000 tested, 0.37% active; inhibition, % at 9.4 µM; TAMRA-labeled TCR probe fluorescence, biochemical; in the data active = inhibition above about 19%;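 also: recombinant mutant TCR 2C K166C tagged with TAMRA read by polarization; 0% = receptor in buffer alone and 100% = receptor with positive control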
MBD2 inh = inhibitors of human MBD2 binding to methylated oligonucleotide. Q9UBB5. TR-FRET. inhibition, % at 4.4 µM. 370,000 tested, 0.31% active. AID 686964; in the data active = inhibition above about 13%
rCAG binder = molecules binding r(CAG) RNA repeats; inhibition, % at 3 µM; r(CAG) RNA repeat, TO-PRO-1 dye displacement fluorescence; 370,000 tested, 1.3% active;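 active = inhibition above the plate cutoff, the mean of all test compounds on that plate plus 3 SD, cut at about 35% in these data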;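 also: 0% = DMSO alone and 100% = 100 µM mitoxantrone as full dye displacement; higher means more dye released from RNA so lower well fluorescence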
NR1D1 modulator = modulates human Rev-erb alpha binding to DNA. activity, % at 10 µM. Rev-erbα–FITC-DNA binding, fluorescence polarization, 90 min. P20393. 370,000 tested, 0.79% active. AID 1259318;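 active = activity above about 14%, limit read from the data; passing the limit was not always enough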;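 also: 0% = DMSO wells with 35 nM protein and 100% = DMSO wells with 750 nM protein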
Target sequence (P20393 whole entry, looked up): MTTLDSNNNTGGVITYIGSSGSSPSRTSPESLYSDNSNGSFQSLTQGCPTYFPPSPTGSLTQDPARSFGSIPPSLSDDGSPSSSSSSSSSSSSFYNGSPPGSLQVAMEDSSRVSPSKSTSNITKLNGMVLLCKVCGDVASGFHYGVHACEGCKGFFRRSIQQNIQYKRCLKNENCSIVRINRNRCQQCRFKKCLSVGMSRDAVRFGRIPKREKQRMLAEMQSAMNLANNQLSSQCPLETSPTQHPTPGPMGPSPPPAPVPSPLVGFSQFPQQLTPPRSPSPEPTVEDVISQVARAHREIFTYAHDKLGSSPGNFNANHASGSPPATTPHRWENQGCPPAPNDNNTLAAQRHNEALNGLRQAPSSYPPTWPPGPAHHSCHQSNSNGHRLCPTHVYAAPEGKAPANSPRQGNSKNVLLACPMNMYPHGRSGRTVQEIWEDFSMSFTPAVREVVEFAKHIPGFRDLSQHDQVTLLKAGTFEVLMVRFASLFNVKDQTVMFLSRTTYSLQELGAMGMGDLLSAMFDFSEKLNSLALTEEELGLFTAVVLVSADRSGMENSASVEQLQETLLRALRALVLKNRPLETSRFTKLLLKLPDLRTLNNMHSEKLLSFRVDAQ
PG9 Ab binder = PG9 antibody binding by small molecule. TR-FRET gp120-PG9 antibody binding. inhibition, % at 6.7 µM. 360,000 tested, 0.43% active; in the data active = inhibition above about 8.5%
The depositor's hits bear a star; / = no result given. A portion of the library, so the mix of outcomes need not match the whole.

SMILES	HTRA1 inhibitor	PRMT1 inh	ABHD4 inh	LEDGF integ inh	UHRF1 binding	TCR-CD3 inh	MBD2 inh	rCAG binder	NR1D1 modulator	PG9 Ab binder
COc1ccc(C(c2nnnn2Cc2ccccc2)N2CCC3(CC2)C(=O)NCN3c2ccccc2)cc1 (stereo not drawn)	/	1.8	-6.7	-3.6	0.8	-7.2	2.7	10.0	2.6	-1.1
CN1CC(C(=O)c2ccccc2)C(C(=O)c2ccccc2)C1 (stereo not drawn)	-7.7	1.8	4.2	-4.0	2.5	-2.5	1.8	-6.8	-2.1	0.2
CCOc1ccc(Cc2c(O)[nH]c(=O)[nH]c2=O)cc1	-0.5	0.3	-0.6	-0.1	-4.0	-0.9	0.9	1.4	3.4	-0.1
Cc1ccc(N)cc1N	-2.2	-0.9	-1.9	-1.6	1.8	-0.3	1.6	4.2	-2.2	0.9
c1ccc(Cn2nnnc2C2CN=C(c3ccccc3)c3ccccc3N2)cc1 (stereo not drawn)	/	2.0	-4.3	-1.4	-2.8	/	-2.5	4.8	12.2	/
CCN(CC)P(=O)(c1n(CC)cc[n+]1CC)N(CC)CC	1.1	-1.4	1.3	0.4	6.1	2.1	-1.3	1.6	-2.2	1.9
COc1ccc(OC)c(N=Cc2c(O)[nH]c(=O)[nH]c2=O)c1	9.0	0.0	1.9	1.5	-4.2	6.7	-7.1	30.7	-2.6	-1.7
CCC(c1nnnn1Cc1ccccc1)N1CCC2(CC1)C(=O)NCN2c1ccccc1 (stereo not drawn)	/	-3.1	-6.1	3.1	2.6	-6.7	1.7	2.9	0.9	0.7
COCCn1c(-c2ccccc2)cc(C(=O)O)c1C	-2.3	2.4	-7.5	-3.0	-1.7	1.5	5.9	2.2	2.7	1.3
COC(=O)C1=C(c2ccc(F)cc2OCc2ccccc2)C[C@@H]2CC[C@H]1N2C(=O)NCc1ccc(C(C)(C)C)cc1	-6.8	0.2	3.8	-0.1	1.9	-7.5	1.7	6.2	0.3	-1.1
COc1ccc(CCNCC2CCCO2)cc1 (stereo not drawn)	-3.3	2.3	6.5	-4.5	2.5	12.0	4.3	-3.0	-1.2	-1.4
CCN1C(=O)CC(=O)N(CC)C1=S	-32.0	-0.5	-14.6	1.5	1.4	-16.6	-8.0	7.1	-5.6	-2.0
Oc1cc2c(cc1CN1CCN(c3ccccc3)CC1)OCO2	-2.8	24.3*	9.4	-3.4	2.0	-8.9	-4.6	0.1	-2.1	2.6
Cc1cccc(C)c1NC1=NCCCCS1	-0.3	0.3	3.1	-2.1	0.7	6.5	-8.2	-2.3	0.6	1.1
Nc1c2c(nc3sc4c(c13)CCCC4)CCCC2	-2.3	0.0	5.1	1.9	28.8*	5.2	9.4	10.4	5.3	-0.6
CCOc1cc(/C=C2\C(=O)NC(=O)N(C)C2=O)cc([N+](=O)[O-])c1O	7.4	-3.3	3.1	4.0	-5.9	3.1	-1.3	2.0	-1.1	-2.4
Clc1ccc(-c2nc3ccc(Cl)cn3c2CN2CCCCC2)cc1	-14.0	-2.6	-10.6	6.4	0.5	5.3	-8.4	-0.7	-2.4	-2.2
CCCCn1nnnc1C(c1ccnc2ccccc12)N1CCC2(CC1)C(=O)NCN2c1ccccc1 (stereo not drawn)	/	-1.3	3.9	-1.7	-1.2	3.1	-1.9	4.1	-0.4	-1.0
O=C(Nc1ccc(F)cc1F)c1cccnc1Oc1cccc(C(F)(F)F)c1	-2.7	1.6	-0.5	1.8	1.5	1.7	0.3	-2.5	8.3	-0.2
O=c1[nH]c2ccccc2n1C1CCN(C(CCc2ccccc2)c2nnnn2Cc2ccccc2)CC1 (stereo not drawn)	/	10.4	1.8	-0.8	0.9	-9.0	1.4	9.1	-6.8	-2.2
CNC(=O)N(C)c1ccc(C(O)(C(=O)OC)C(F)(F)F)cc1 (stereo not drawn)	8.1	1.3	2.5	-1.4	0.6	3.8	-1.3	-1.8	1.1	-1.4
CCNC(=O)NNC(=O)C1CC(c2cccnc2)=NO1 (stereo not drawn)	-3.5	-0.1	-1.2	1.7	-4.6	-4.9	3.0	1.1	-7.9	2.2
CC1(O)CCN2C(=O)CCc3cccc1c32 (stereo not drawn)	13.3	1.1	3.3	3.2	6.1	1.1	-2.4	0.7	-7.0	-1.4
CCOc1ccc(-c2cc(C)[n+](CCN3CCOCC3)c(-c3ccc(OCC)cc3)c2)cc1	4.9	-0.1	1.6	-3.1	3.2	0.8	1.6	3.1	-0.4	0.5
O=P(Oc1ccccc1)(Oc1ccccc1)N1CCN(c2ccc(F)cc2)CC1	-18.7	3.7	-6.1	0.6	1.1	-4.7	1.9	-5.3	4.3	0.1

Results in LEDGF integ inh and MBD2 inh, for 3 of the compounds above:
| smiles | LEDGF integ inh | MBD2 inh |
| --- | --- | --- |
| CCN(CC)P(=O)(c1n(CC)cc[n+]1CC)N(CC)CC | 0.4 | -1.3 |
| CCOc1ccc(-c2cc(C)[n+](CCN3CCOCC3)c(-c3ccc(OCC)cc3)c2)cc1 | -3.1 | 1.6 |
| CCN1C(=O)CC(=O)N(CC)C1=S | 1.5 | -8.0 |

Carrying on:
SMILES	HTRA1 inhibitor	PRMT1 inh	ABHD4 inh	LEDGF integ inh	UHRF1 binding	TCR-CD3 inh	MBD2 inh	rCAG binder	NR1D1 modulator	PG9 Ab binder
Cc1ccccc1C(O)(Cc1ccccc1)C1CN2CCC1CC2 (stereo not drawn)	-4.6	-1.1	0.9	4.0	16.3	6.5	10.0	5.9	1.3	0.3
CCOC(=O)c1cccc(-[n+]2c(-c3ccccc3)cc(-c3ccccc3)cc2-c2ccccc2)c1	-7.5	1.4	7.0	-2.6	1.1	-1.7	3.8	3.9	1.8	0.6
COc1cccc(OC)c1CN1CCCC(C(=O)c2cccc(Cl)c2)C1 (stereo not drawn)	2.8	-2.7	-3.4	0.0	0.0	-1.1	0.6	-2.5	1.9	-1.2
Cc1ccc(N)c(C(=O)c2ccccc2)c1	0.1	-2.6	4.7	0.1	-3.0	-3.6	-1.5	-1.5	2.3	-1.1
O=C1NC(=O)N(c2ccccc2)C(=O)/C1=C/c1coc2ccc(O)cc2c1=O	-5.4	8.9	5.0	7.9	27.4*	-1.2	5.2	9.8	-5.2	-0.4
COCCNC(=S)N1Cc2ccccc2-n2nncc2C1	6.8	1.5	-0.6	2.6	1.9	1.9	-0.1	1.6	4.8	-0.5
Clc1ccc(CNC2CN3CCC2CC3)cc1 (stereo not drawn)	9.4	1.1	-4.6	1.7	-0.1	-7.2	0.6	-0.4	-0.1	0.8
COc1ccc(-n2nc(C(=O)NCC(=O)N3CCC4(CC3)OCCO4)c3ccccc3c2=O)cc1	5.0	0.7	4.8	4.2	-0.8	8.8	-0.2	-8.5	-1.6	-1.2
CC(=O)OC1CCC2(C)C(=CC(=O)C3C2CCC2(C)C(OC(C)=O)CCC32)C1 (stereo not drawn)	-5.1	-1.4	-0.7	0.0	2.7	-0.2	1.4	-1.0	-2.1	0.7
COc1ccc(OC(=O)N(C)C[C@H]2OCc3cnnn3CCCC(=O)N([C@H](C)CO)C[C@H]2C)cc1	0.4	-5.4	4.2	5.0	-1.1	2.5	-7.8	-0.3	3.1	0.6
O=c1[nH]c(O)c(C=NC2CCN(Cc3ccccc3)CC2)c(=O)[nH]1	4.3	-3.7	4.9	-0.9	-0.2	1.9	-0.3	-1.8	2.8	0.1
CCC(=NCCCN1CCOCC1)c1c(O)n(Cc2ccccc2)c(=O)[nH]c1=O	3.5	-1.8	-1.9	-1.2	-1.8	-5.2	2.1	-5.6	-3.7	-0.9
CCOc1ccccc1-n1c(O)c(C=Nc2c(C)n(C)n(-c3ccccc3)c2=O)c(=O)[nH]c1=O	-0.3	3.5	10.7	-1.9	2.5	-5.0	-3.4	-0.2	4.5	0.7
COC(=O)C1=C(c2ccc(OC(F)(F)F)cc2)C[C@@H]2CC[C@H]1N2C(=O)NCc1cc(C)oc1C(F)(F)F	-34.1	2.0	10.1	0.3	-1.1	-5.7	1.9	-9.2	4.6	0.5
O=C(NCCN1CCC2(CC1)C(=O)NCN2c1ccccc1)c1ccc(F)cc1F	/	0.7	-6.3	5.6	0.8	-2.9	2.5	1.2	0.4	-1.8
Cc1cccc(CN2CCN(Cc3ccc(Cl)cc3)CC2)c1	-9.1	1.9	12.2	-0.6	1.5	8.0	2.0	-9.1	4.0	-1.8
CCC(=NCc1ccco1)c1c(O)n(C)c(=O)n(C)c1=O	-0.1	9.5	-16.6	-4.7	2.2	-4.5	3.6	-2.7	-0.3	-1.1
O=C(NC(=O)N1CCC2(CC1)OCCO2)c1ccc(Cl)cc1	-2.0	0.0	-1.5	1.3	0.9	1.8	3.6	0.3	2.5	0.2
O=P(N1CCCCC1)(N1CCCCC1)C(Cl)(Cl)Cl	5.1	-3.7	1.9	0.8	2.1	8.5	-1.8	-4.1	1.3	0.1
COC(=O)C1=C(c2ccc(S(C)(=O)=O)cc2)C[C@@H]2CC[C@H]1N2C(=O)NCc1ccco1	-25.8	-1.4	2.4	-2.1	0.4	6.2	-5.6	2.7	1.5	-1.7
CN(c1ccc(O)cc1)c1ccc([N+](=O)[O-])c2nonc12	4.3	-0.1	8.9	1.7	-22.6	-2.2	-29.0	4.4	25.1*	-6.7
Cc1ccc2c(c1)C(c1ccccc1)=NCC(=O)N2	8.2	-1.4	1.2	-3.0	3.2	-4.0	-1.8	-1.6	-2.0	0.8
COc1cccc2c1O[C@H]1C(=O)CC[C@H]3CN(C)CCC231 (stereo partly drawn)	-9.9	-0.8	12.7	1.2	-1.7	0.6	3.9	0.2	1.9	2.3
CC(C)(CN)CC(=O)O	-5.1	-2.3	1.6	4.8	0.6	8.8	-4.2	-0.3	-3.3	-0.5
CC(Cc1ccccc1Sc1ccccc1)N(C)C (stereo not drawn)	4.9	-5.4	-1.9	1.0	-3.8	3.2	-5.0	-2.1	-5.5	-3.3
C#CCCC[C@@H]1OC(=O)CNC(=O)C([C@@H](C)CC)NC(=O)[C@@H]2CCCN2C(=O)C([C@@H](C)CC)OC(=O)[C@H](Cc2ccccc2)N(C)C(=O)[C@H](C(C)C)NC(=O)C1(C)C (stereo partly drawn)	/	1.9	-4.1	4.5	42.7*	-8.1	14.8*	6.7	3.3	-1.4
CCCCCCCn1c(=O)c(C(=O)Nc2cnccn2)c(O)c2ccccc21	4.0	-1.9	-0.2	5.1	1.9	2.7	-1.0	1.1	47.9*	-4.0
Cc1cc(S(=O)(=O)NC(C)C)ccc1OCC(=O)N1CCN(Cc2ccc3c(c2)OCO3)CC1	-8.6	1.9	0.1	6.5	-0.2	8.2	-1.2	-5.7	4.6	-1.5
N=c1c[n+](C2CCCCC2)[n-]o1	3.0	-2.1	3.5	3.5	2.0	2.1	-1.1	-3.9	3.4	0.8
CN(C)CCCNCC(=O)Nc1ccc(Cl)cc1C(=O)c1ccccc1	-0.4	9.2	16.4	-4.4	0.7	-8.8	0.7	0.4	-0.2	1.7

Compound profiles (already shown). Order of values: HTRA1 inhibitor | PRMT1 inh | ABHD4 inh | LEDGF integ inh | UHRF1 binding | TCR-CD3 inh | MBD2 inh | rCAG binder | NR1D1 modulator | PG9 Ab binder
Shown for CC(C)(CN)CC(=O)O : -5.1 | -2.3 | 1.6 | 4.8 | 0.6 | 8.8 | -4.2 | -0.3 | -3.3 | -0.5
Shown for N=c1c[n+](C2CCCCC2)[n-]o1 : 3.0 | -2.1 | 3.5 | 3.5 | 2.0 | 2.1 | -1.1 | -3.9 | 3.4 | 0.8
Shown for CCC(=NCc1ccco1)c1c(O)n(C)c(=O)n(C)c1=O : -0.1 | 9.5 | -16.6 | -4.7 | 2.2 | -4.5 | 3.6 | -2.7 | -0.3 | -1.1
